High-throughput results (PubChem BioAssay)
sdo1 growth – growth rescue of sdo1-depleted yeast, primary screen, S. cerevisiae, bone marrow failure model | S. cerevisiae sdo1-depleted JHY4D growth rescue, OD600 30 h; stronger effect = higher value; pdr5 snq2 efflux-pump mutant strain | z-score at 10 µM | 140,000 tested, 0.21% active | AID 817, 2007;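 active = z-score above 3 at both the 24 hr and the 30 hr optical density reads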;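 also: z-score against mean and SD of all compound wells on the same plate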
INS promoter inh – inhibitors of insulin promoter-driven GFP, primary screen, imaging, TRM-6 cells (human fetal islet line), eGFP reporter, cell count | reporter expression induced with tamoxifen | inhibition, % at 2 µM | 130,000 tested, 0.9% active | AID 1273, 2008;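 active = inhibition above the mean plus 3 SD, with well images judged a real hit on visual review, cut at about 60% in these data, passing the limit was not always enough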
sdo1 growth Rescue 24 h – recorded beside sdo1 growth, whose call it bears; z-score; S. cerevisiae sdo1-depleted JHY4D growth rescue, OD600; measured here: growth rescue at 24 h;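 0 is the plate mean of compound wells and units are plate SD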
An asterisk follows results filed as active; . = no result given.

1: Cc1ccccc1OCC1Cn2c(nc3c2c(=O)[nH]c(=O)n3C)O1 (stereo not given)
2: COc1ccc(NC(=O)CC2C(=O)N(CCc3ccccc3)C(=S)N2Cc2cccnc2)cc1 (stereo not given)
3: CC(=O)N(c1ccccc1)c1nc(/C=C/C(=O)Nc2c(C)cc(C)cc2C)cs1
4: CCN(CC)S(=O)(=O)c1ccc(C(=O)OCC(=O)c2ccc3c(c2)NC(=O)CO3)cc1
5: Cc1ccc(-n2c(=O)c3ccc(C(=O)NCc4ccco4)cc3n(Cc3ccccc3C#N)c2=O)cc1
6: NC(=O)[C@@H]1CCCN1Cc1nc(-c2ccc(C(F)(F)F)cc2)no1
7: CCC(c1nnnn1C1CCCC1)N1CCN(C(=O)c2ccco2)CC1 (stereo not given)
8: Cc1c(N=C/C=C2/N(C)c3ccccc3C2(C)C)c(=O)n(-c2ccccc2)n1C

Screen / compound no. | 1 | 2 | 3 | 4 | 5 | 6 | 7 | 8
sdo1 growth | 0.89 | -1.01 | -0.71 | -1.22 | -0.93 | . | 0.18 | 0.53
sdo1 growth Rescue 24 h | 1.21 | -0.72 | -0.96 | -1.17 | 0.33 | . | -0.08 | -0.03
INS promoter inh | 18.2 | -33.3 | -10.3 | 46.4 | 38.7 | -43.5 | . | -30.4

Molecules shown so far that have a carbonyl joined to an NH by a bond outside any ring (4):
2: COc1ccc(NC(=O)CC2C(=O)N(CCc3ccccc3)C(=S)N2Cc2cccnc2)cc1 (stereo not given)
3: CC(=O)N(c1ccccc1)c1nc(/C=C/C(=O)Nc2c(C)cc(C)cc2C)cs1
5: Cc1ccc(-n2c(=O)c3ccc(C(=O)NCc4ccco4)cc3n(Cc3ccccc3C#N)c2=O)cc1
6: NC(=O)[C@@H]1CCCN1Cc1nc(-c2ccc(C(F)(F)F)cc2)no1

Screen / compound no. | 2 | 3 | 5 | 6
sdo1 growth | -1.01 | -0.71 | -0.93 | .
sdo1 growth Rescue 24 h | -0.72 | -0.96 | 0.33 | .
INS promoter inh | -33.3 | -10.3 | 38.7 | -43.5

(more compounds)
9: O=C(COC(=O)c1ccc2c(c1[N+](=O)[O-])C(=O)c1ccccc1C2=O)NC1CC1
10: CCCn1nc(C(=O)NCC(C)(C)N2CCOCC2)c2ccccc2c1=O
11: CCCCNC(=O)CC1C(=O)N(Cc2ccccc2)C(C)c2nc3ccccc3n21 (stereo not given)
12: Cc1cccc(NC(=O)CCc2ccc(C)o2)c1
13: Cc1nn(-c2ccccn2)c2c1C(c1c(F)cccc1Cl)C1=C(N2)c2ccccc2C1=O (stereo not given)
14: O=C(Nc1cccc(F)c1)C1CCN(C(=O)c2ccccc2Cl)CC1
15: CCN1CCN(C(c2ccccc2)c2nnnn2Cc2ccc(OC)cc2)CC1 (stereo not given)
16: CCOC(=O)c1sc(NC(=O)CSc2nc3c(cc2C#N)CCC3)c(C#N)c1C

Screen / compound no. | 9 | 10 | 11 | 12 | 13 | 14 | 15 | 16
sdo1 growth | . | 1.8 | 0.66 | 2.42 | -0.75 | 0.38 | . | .
sdo1 growth Rescue 24 h | . | 1.3 | 0.08 | 2.02 | 1.35 | 0.39 | . | .
INS promoter inh | -17.6 | -33.3 | . | -7.1 | -41.7 | -17.2 | 41.7 | -264.3

Taken from above.
no. 13 in INS promoter inh: -41.7
no. 12 in sdo1 growth: 2.42

New compounds follow
17: C=CCc1cccc2cc(C(=O)NCc3ccc(C(=O)OCC)o3)c(=O)oc12
18: CCN1CCN(C(=S)c2ccc(O)cc2)CC1
19: Nc1ccc(Oc2ccc(Cl)cc2)cc1
20: NC(=O)/C=C\c1cn(-c2ccccc2)nc1-c1ccc2c(c1)OCCO2
21: CSCCC(NS(=O)(=O)c1ccc2c(c1)oc(=O)n2C)C(=O)NC1CCC(C)CC1 (stereo not given)
22: CC(C)[C@H](NC(=O)c1cccc(S(=O)(=O)N2CCCC2)c1)c1nc2ccccc2[nH]1
23: COC(=O)c1cc(OC)c(OC)cc1NC(=O)CN1CCOCC1
24: CCN(CC)S(=O)(=O)c1ccc2c(c1)nc(SCC(=O)N1CCCCCC1)n2-c1ccc(OC)cc1

Screen / compound no. | 17 | 18 | 19 | 20 | 21 | 22 | 23 | 24
sdo1 growth | 0.91 | . | -1.13 | -0.5 | 1.55 | 0.13 | 1.62 | 0.41
sdo1 growth Rescue 24 h | 1.29 | . | -0.8 | -0.26 | 1.94 | -0.31 | 1.75 | 0.7
INS promoter inh | -10.7 | -64.3 | -55.6 | 17.2 | . | -19.4 | -73.3 | -3.3

25: Nc1nc2ccccc2n1/N=C/c1ccc(Br)cc1
26: Cc1ccsc1/C=N\Nc1cn[nH]c(=O)c1Cl
27: Cn1c(-c2ccc(C=O)s2)nc2ccccc21
28: Clc1ccc(Cn2ncc3c(NCCN4CCOCC4)ncnc32)cc1
29: Cc1cc2cc(C(c3nnnn3CC3CCCO3)N3CCCc4ccccc43)c(=O)[nH]c2cc1C (stereo not given)
30: COc1ccc(C(=O)Nc2cc(-c3nn4c(C)nnc4s3)ccc2C)cc1
31: CC(=O)Nc1cccc(NC(=O)C2CCCN2C(=O)Nc2ccccc2C)c1 (stereo not given)
32: O=C(NCc1ccco1)c1cccn2c(=O)c3cc4ccccc4cc3nc12

Screen / compound no. | 25 | 26 | 27 | 28 | 29 | 30 | 31 | 32
sdo1 growth | -3.02 | . | -0.38 | 1.97 | 0.36 | -0.13 | 0.08 | -1.59
sdo1 growth Rescue 24 h | -2 | . | -0.47 | 1.62 | 0.53 | -0.06 | -0.23 | -0.37
INS promoter inh | 31.2 | 20.0 | -13.0 | -16.3 | . | . | 42.3 | -25.0

33: COc1ccc(N2C(=O)CC(N(CCc3ccc(OC)c(OC)c3)C(=S)Nc3ccccc3)C2=O)cc1 (stereo not given)
34: CN(C)c1ccc(N/C=C/C(=O)C(F)(F)F)cc1
35: CCN(CC)C(=O)CSc1nc2cc3c(cc2c(=O)n1Cc1ccc2c(c1)OCO2)OCO3
36: Cc1c(C2OC(=O)C3(CCCCC3)C(=O)C2(C)C)c(=O)n(-c2ccccc2)n1C (stereo not given)
37: O=C(Nc1ccc2c(c1)OCO2)c1cnn2c(C(F)(F)F)cc(-c3ccco3)nc12
38: CC1CCCN(c2ccc(C(=O)NCCc3ccccc3)cn2)C1 (stereo not given)
39: Nn1c(-c2cccs2)nc2sc3c(c2c1=O)CCCC3
40: CCOC(=O)CC1C(=O)NCCN1S(=O)(=O)c1cc(Cl)c(Cl)cc1Cl (stereo not given)

Screen / compound no. | 33 | 34 | 35 | 36 | 37 | 38 | 39 | 40
sdo1 growth | 0.3 | . | -0.22 | 1.44 | -0.23 | -1.24 | -1.46 | 1.47
sdo1 growth Rescue 24 h | 1.54 | . | 0.18 | 2.21 | 0.47 | -0.42 | -0.5 | 1.07
INS promoter inh | . | -63.6 | 33.3 | . | -50.0 | . | 15.2 | -16.7

Compound profiles, as listed above. Screens in order: sdo1 growth | sdo1 growth Rescue 24 h | INS promoter inh
CCN(CC)C(=O)CSc1nc2cc3c(cc2c(=O)n1Cc1ccc2c(c1)OCO2)OCO3 reads -0.22 | 0.18 | 33.3
CN(C)c1ccc(N/C=C/C(=O)C(F)(F)F)cc1 reads . | . | -63.6

Continued.
41: CN1c2ccccc2C(C)(C)[C@]12C=Cc1cc(O)ccc1O2
42: COc1cc(Cl)c(S(=O)(=O)NCc2cccnc2)cc1Cl
43: Cn1c2c(c(=O)n(C)c1=O)CN(CCN1CCNCC1)CN2
44: Cc1ccc2nc(-c3ccccc3)nc(SC(C)C(=O)NCc3cccs3)c2c1 (stereo not given)
45: Cc1cccc(OCCCC(=O)Nc2nc3ccccc3[nH]2)c1
46: COc1ccc(Nc2nc(-c3c(C)nc4ncccn34)cs2)cc1
47: O=C(c1cn(-c2ccccc2)nc1-c1ccc(F)cc1)N1CCOCC1
48: CCOC(=O)C(NC(=O)Nc1ccc(C(N)=O)cc1)(c1ccccc1)C(F)(F)F (stereo not given)

Screen / compound no. | 41 | 42 | 43 | 44 | 45 | 46 | 47 | 48
sdo1 growth | -1.54 | -0.59 | 1.64 | -1.02 | . | . | 0.23 | 0.05
sdo1 growth Rescue 24 h | -1.38 | 0.41 | 1.86 | -0.18 | . | . | 0.42 | 0.09
INS promoter inh | -125.0 | . | -8.3 | 7.1 | -27.3 | -138.1 | . | -13.3

49: O=C(Nc1nc2c(s1)CCCC2)c1cc(-c2ccccc2)nc2ccccc12
50: O=C(Nc1ccc2snnc2c1)Nc1cccc2ccccc12
51: O=C(CCCN1C(=O)/C(=C\c2cccs2)SC1=S)Nc1cccnc1
52: O=C(CCc1ccc(S(=O)(=O)N2CCOCC2)cc1)Nc1cc(Cl)ccc1N1CCOCC1
53: CCn1cc([N+](=O)[O-])c(C(=O)Nc2ccn(Cc3ccccc3)n2)n1
54: CCOC(=O)c1ccc(NC(=O)CNC(=O)C23CC4CC(CC(C4)C2)C3)cc1
55: Cc1cccn2c(=O)c(/C=N/O)c(N3CCCCC3)nc12
56: COc1ccc(NC(=O)CCN2CCC(C)CC2)cc1

Screen / compound no. | 49 | 50 | 51 | 52 | 53 | 54 | 55 | 56
sdo1 growth | -0.41 | -1.25 | -0.64 | 0.63 | 0.27 | -0.53 | -0.86 | 1.16
sdo1 growth Rescue 24 h | -0.01 | -0.97 | -0.14 | -0.18 | -0.31 | 0.18 | -0.88 | 0.81
INS promoter inh | 36.4 | -7.4 | 7.9 | -7.1 | -15.6 | -24.3 | . | -6.9

57: COc1ccc2[nH]c(C)c(CCNC(=S)Nc3ccccc3C)c2c1
58: COc1cc(OC)cc(C(=O)NCCN2CCOCC2)c1
59: Cc1cc(C)nc(N2N=C(C(C)(C)C)CC2=O)n1
60: C=CCN1C(=O)CN=C1Nc1ccc(F)cc1
61: COc1ccc2c(c1)C(=O)[C@@H](OC(=O)NCc1ccc3c(c1)OCO3)[C@H](c1ccc(OC)c(Br)c1)O2
62: O=C(NC1CCCc2ccccc21)c1ccccc1Br (stereo not given)
63: O=c1c2cc(Br)cc(Br)c2oc2nc3n(c(=O)c12)CCCS3
64: NC(=S)N/N=C/C=C/c1ccccc1

Screen / compound no. | 57 | 58 | 59 | 60 | 61 | 62 | 63 | 64
sdo1 growth | -0.04 | 1.67 | 0.22 | . | -0.89 | -1 | -1.02 | -0.49
sdo1 growth Rescue 24 h | -0.34 | 2.01 | -1.16 | . | -0.9 | -1.42 | -0.36 | -0.5
INS promoter inh | 7.3 | 20.7 | -51.9 | 42.9 | 0.0 | . | -9.4 | .

65: O=S(=O)(NC1=NCCCCCC1)c1cccs1
66: c1ccc(CN2C3=NCCN3c3ccccc32)cc1
67: C/C(CCN1CCCCc2nc(C)c(C)cc21)=N\O[C@@H](C)CN1CCCCc2nc(C)c(C)cc21
68: O=C(CN1C(=O)CSC1=O)Nc1ccc2c(c1)OCCO2
69: Cc1onc(-c2c(F)cccc2Cl)c1C(=O)NC(=S)NCc1cccnc1
70: COc1cc(N)c(Cl)cc1NC(=O)c1ccccc1
71: Cc1ccc(S(=O)(=O)N(C)CCCC(=O)Nc2cccc3ccccc23)cc1
72: CCOc1ccc2nc(NC(=O)CS(=O)(=O)c3ccc(C)cc3)sc2c1

Screen / compound no. | 65 | 66 | 67 | 68 | 69 | 70 | 71 | 72
sdo1 growth | 0.86 | 1.02 | -0.27 | 0.14 | -0.28 | 0 | -0.85 | -1.4
sdo1 growth Rescue 24 h | 0.89 | 0.33 | -0.16 | -0.01 | -0.45 | -0.09 | -1.56 | -0.44
INS promoter inh | -12.1 | -16.7 | -20.0 | 64.3 | 0.0 | -19.2 | -26.7 | -10.3

73: COc1ccc(-c2ccc(SCC(=O)Nc3cc(C)on3)nn2)cc1OC
74: COc1cc2c(cc1OC)C(Cc1ccc(O)cc1)N(C)CC2 (stereo not given)
75: O=c1c2c(nc3cc(-c4ccc(F)cc4)[nH]n13)CCCC2
76: CCOc1ccc(NC(=O)N(C2CCCC2)C2CCN(C(C)=O)CC2)cc1
77: O=C(N/N=C/c1sc(N2CCOCC2)nc1-c1ccccc1)c1ccccc1O
78: O=C(OCCn1cncn1)c1cc2ccccc2oc1=O
79: CCC1(COC(=O)Nc2cccc(Cl)c2)COC1
80: Cc1ccc(NC(=O)COC(=O)c2ccn(C)n2)cc1

Screen / compound no. | 73 | 74 | 75 | 76 | 77 | 78 | 79 | 80
sdo1 growth | 0.89 | 0.48 | -0.47 | . | -0.64 | 0.04 | 0.37 | 0.78
sdo1 growth Rescue 24 h | 1.02 | -0.63 | -0.38 | . | -0.42 | -0.5 | 0.88 | -0.75
INS promoter inh | . | -21.4 | . | 0.0 | 23.1 | . | -40.0 | 10.5

Down the list, from the results shown:
Nos. 73–80 in INS promoter inh: ., -21.4, ., 0.0, 23.1, ., -40.0, 10.5

The list goes on:
81: COc1ccccc1N(CC(O)COc1c(C)cc(C)cc1C)S(=O)(=O)c1ccccc1 (stereo not given)
82: CCCCCc1ccc(S(=O)(=O)NCCc2ccncc2)cc1
83: COc1ccc(-c2cn(-c3ccc(SC(F)F)cc3)c3[n+]2CCC3)cc1OC
84: COc1ccccc1-c1cc(C(F)(F)F)n2ncc(S(=O)(=O)c3ccccc3)c2n1
85: CCCCn1c(SCC(=O)NCc2ccccc2)nc2ccc(N3CCOCC3)cc2c1=O
86: CN(CCc1cnn(C)c1)Cc1cn(C)nc1-c1ccc2c(c1)OCCO2
87: Cc1ccc(Cn2c(=N)c(C(=O)NCc3ccco3)cc3c(=O)n4ccccc4nc32)cc1
88: Cc1ccc(S(=O)(=O)Nc2ccccc2/C=N/c2nc3ccccc3n2C(C)C)cc1
89: OCc1ccc(O)c2ncccc12

Screen / compound no. | 81 | 82 | 83 | 84 | 85 | 86 | 87 | 88 | 89
sdo1 growth | -0.81 | -2.12 | -0.11 | -0.1 | -0.75 | . | -0.68 | -1.01 | -0.67
sdo1 growth Rescue 24 h | -0.84 | -0.86 | -0.6 | 0.42 | -0.34 | . | -0.29 | -0.96 | -0.54
INS promoter inh | -43.8 | -38.5 | -7.1 | 23.3 | 68.8 | 6.7 | -5.6 | 10.7 | -18.4
